TNAP act hi DEA = activators of human TNAP at high phosphate acceptor concentration; activation factor at 20 µM; AID 1136; P05186; 200,000 tested, under 10 active; purified TNAP, CDP-star luminescence, 1 M DEA, 30 min; active compounds read high; 0 = EDTA background, 1 = DMSO-only activity;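 active = activation factor at least 2 at 20 µM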
Target sequence (P05186 whole entry, looked up): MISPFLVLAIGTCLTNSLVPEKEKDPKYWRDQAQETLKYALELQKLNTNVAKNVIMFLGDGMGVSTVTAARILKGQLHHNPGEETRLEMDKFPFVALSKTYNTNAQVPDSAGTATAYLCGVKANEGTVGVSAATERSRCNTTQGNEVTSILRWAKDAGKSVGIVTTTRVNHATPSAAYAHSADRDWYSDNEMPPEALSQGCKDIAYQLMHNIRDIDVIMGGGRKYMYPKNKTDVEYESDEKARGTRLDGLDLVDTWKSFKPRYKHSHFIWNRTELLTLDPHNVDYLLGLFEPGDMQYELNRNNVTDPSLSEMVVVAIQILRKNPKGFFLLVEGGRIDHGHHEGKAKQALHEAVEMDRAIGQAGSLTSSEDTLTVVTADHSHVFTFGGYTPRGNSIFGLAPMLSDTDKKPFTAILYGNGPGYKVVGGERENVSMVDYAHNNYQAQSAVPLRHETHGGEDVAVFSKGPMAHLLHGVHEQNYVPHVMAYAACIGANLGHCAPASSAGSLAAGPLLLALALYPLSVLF
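Measured by: Luminescent substrate turnover signal | Test system: Human TNAP | Input: TNAP 1/800 final | Dosing: 20 µM single point | Schedule: 30 min, room temperature | Controls: EDTA wells as negative control, DMSO wells as positive control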
NF-kB expr up = NF-kB expression increase, human neuronal cells; hit rate 1.6% among 190,000; fold change at 12.5 µM; NF-kB reporter expression; active compounds read high; in the data active = fold change above about 3.3
TNAP inh hi DEA = TNAP (human) inhibition, high acceptor; P05186; purified TNAP, CDP-star luminescence, 1 M DEA; inhibition, % at 20 µM; hit rate 0.03% among 200,000;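 active = over 50% inhibition of tissue-nonspecific alkaline phosphatase at 20 µM in the single-dose screen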;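 note: plate controls were DMSO wells for no effect and EDTA-quenched wells as full inhibition for full effect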
FLuc inh counter = inhibits firefly luciferase, flagging false hits in luciferase inhibition screens | P08659 | ATPLite firefly luciferase biochemical luminescence, 10 min | inhibition, % at 10 µM | hit rate 1.5% among 200,000 | AID 1006;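 active = inhibition above about 50% when tested at 10 µM, limit read from the data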
bIAP activator = intestinal alkaline phosphatase (bovine) activation. activation factor at 20 µM. hit rate 0.17% among 200,000. AID 1016. purified bovine IAP, CDP-star luminescence, 30 min; active compounds read high; fold of DMSO-control signal, blank-subtracted;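 active = activation factor of 2 or more at 20 µM, a signal rise over negative controls twice the positive control's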
PMI activator = increases human mannose-6-phosphate isomerase activity; activation factor at 20 µM; hit rate 0.005% among 190,000; P34949; purified human PMI, coupled resazurin fluorescence, 20 min; active compounds read high; 1 = vehicle control, 0 substrate-free wells;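 active = activation factor of 2 or more at 20 µM, relative to plate controls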
Target sequence (P34949 whole entry, looked up): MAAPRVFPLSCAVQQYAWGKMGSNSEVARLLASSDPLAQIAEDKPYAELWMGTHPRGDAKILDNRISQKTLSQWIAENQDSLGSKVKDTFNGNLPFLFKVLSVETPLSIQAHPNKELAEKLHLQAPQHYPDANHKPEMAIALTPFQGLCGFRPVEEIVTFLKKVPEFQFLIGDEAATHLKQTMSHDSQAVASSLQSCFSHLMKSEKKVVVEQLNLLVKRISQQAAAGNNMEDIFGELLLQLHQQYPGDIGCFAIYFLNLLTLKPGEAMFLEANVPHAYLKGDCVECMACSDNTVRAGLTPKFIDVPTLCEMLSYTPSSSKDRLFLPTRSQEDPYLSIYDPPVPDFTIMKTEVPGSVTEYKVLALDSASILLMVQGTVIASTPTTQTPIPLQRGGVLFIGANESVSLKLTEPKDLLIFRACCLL
TNAP inh noacc = TNAP (human) inhibition, acceptor-free conditions; P05186; purified TNAP, CDP-star luminescence, 30 min; inhibition, % at 20 µM; hit rate 0.26% among 200,000;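 active = tissue-nonspecific alkaline phosphatase inhibition above about 50% at 20 µM in the single-dose screen, limit read from the data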;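 note: 0% = DMSO negative control and 100% = EDTA positive control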
FLuc act counter = affects firefly luciferase, flagging false hits in luciferase stimulation screens; 200,000 tested, under 10 active; ATPlite luciferase biochemical, luminescence, 10 min; 0 = ATP-free wells, 1 = DMSO control; P08659; activation factor at 10 µM;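 active = luciferase activation factor, scaled between plate controls, of at least 2 with compound at 10 µM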
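Assay system: Luciferase/luciferin reagent mix; Medium: PBS as buffer for the ATP substrate; Dosing: test compounds dosed from 2 mM stocks in 100% DMSO; Times: 10 min, room temperature; Signal: luminescence from luciferase reaction; Read-out: luciferase activation; Controls: No-ATP low control, compound-free enzyme-plus-ATP high control.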
PMI act hi M6P = PMI (human) activation, high substrate | coupled PMI enzyme assay, resazurin fluorescence, 20 min; active compounds read high; 1 = untreated enzyme, 0 = substrate-free blank | activation factor at 20 µM | hit rate 0.34% among 190,000 | P34949;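 active = activation factor of 2 or more at 20 µM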
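Test system: human phosphomannose isomerase with PGI, G6PDH, diaphorase coupling enzymes; Amount: PMI at 15 ng/mL final; Reagent: Mannose-6-phosphate 1.0 mM (near-saturating) plus 0.22 mM NADP+; Timing: 20 min, room temperature; Technique: resorufin fluorescence at Ex 544/Em 590 nm; Dosing: 20 µM single dose.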
APP 5'UTR act = APP 5'UTR luciferase reporter activation; SH-SY5Y APP 5'UTR luciferase reporter, luminescence; zero percent = DMSO vehicle wells; hit rate 1% among 190,000; AID 1276; activation, % at 2 µM;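 active = activation above a set limit, based on mean plus 3 SD of controls, cut at about 140% in these data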; note: values of inactives mirror those of a sister screen read the other way
* = called active by the depositor; nt = not tested or not shown.

molecule | TNAP act hi DEA | NF-kB expr up | TNAP inh hi DEA | FLuc inh counter | bIAP activator | PMI activator | TNAP inh noacc | FLuc act counter | PMI act hi M6P | APP 5'UTR act
Cc1ccc2c(c1)Oc1ccc(NC(=O)CCCl)cc1C(=O)N2 | 1 | 1.2 | -2 | -6 | 0.9 | 1.1 | -3 | 1.1 | 1.1 | 5
CCCc1cc2c(c(NC(C)=O)n1)c(=O)oc1ccccc12 | 1 | 1.4 | -3 | -8 | 0.9 | 1 | -12 | 1.1 | 1 | -5
Cc1ccc(NS(=O)(=O)N(C)C)cc1 | 1.1 | 1.1 | -5 | -7 | 0.9 | 1 | -10 | 1.1 | 1 | -16
COc1ccc(-n2c(C)cc(C(=O)NC3CCCCC3)c2C)cc1 | 1.1 | 1.5 | -6 | 12 | 1.1 | 0.8 | -4 | 0.9 | 0.9 | 20
Cn1c(=O)c2cc(NCc3ccccc3)nnc2n(C)c1=O | 1 | 1.1 | -1 | 1 | 1 | 0.6 | -10 | 1 | 0.7 | 4
Cc1cccc(-c2nc3ccccc3c(=O)n2NC(=O)c2cccs2)c1 | 1 | 1.2 | -3 | -6 | 1 | 0.9 | -17 | 1.1 | 1 | -4
COc1ccc(Cn2c(C)nnc2-c2cnn(C)c2N)cc1OC | 1 | 1.1 | -1 | 13 | 1.2 | 1.1 | -2 | 0.9 | 1 | 10
CCOc1ccc(S(=O)(=O)Nc2ccccn2)c2ccccc12 | 1.1 | 0.95 | -7 | -1 | 1.1 | 0.9 | -9 | 1 | 0.8 | -2
Cc1cc(-c2ccccc2)nc(Cl)c1C#N | 1 | 1.1 | 4 | -3 | 0.9 | 1.2 | -6 | 1 | 1.2 | 21
C=CCc1cc(Cl)ccc1OCCNCCCOC | 1 | 1.3 | -3 | -6 | 0.5 | 0.9 | -10 | 1.1 | 0.9 | 0
COc1ccc2nc(SCC(=O)NCC(F)(F)F)[nH]c2c1 | 1.1 | 1 | -6 | -2 | 1 | 1.1 | -3 | 1 | 1.1 | 15
COCCCNC(=O)CC(=O)N/N=C\c1ccc(SC)cc1 | 1.1 | 0.93 | -8 | 4 | 1 | 1.1 | 2 | 1 | 1.1 | 5
COc1cc2ccccc2cc1C(=O)Nc1ccc(N2CCN(C)CC2)cc1 | 1 | nt | -2 | 32 | 1 | 0.8 | -5 | 0.7 | 0.8 | nt
O=c1c2ccccc2oc2nc(-c3ccco3)n(Cc3ccccc3)c(=O)c12 | 1.1 | 1 | -12 | 0 | 0.9 | 1.2 | -8 | 1 | 1.1 | -1
CCOC(=O)C1=C(CN2CCN(c3ccc(F)cc3)CC2)NC(=O)NC1c1cccs1 (configuration not stated) | 1 | 1 | 1 | -2 | 1 | 1 | -6 | 1 | 0.9 | 7
CCOC(=O)N1CCN(C(=O)CS(=O)(=O)c2cn(Cc3ccccc3C)c3ccccc23)CC1 | 1 | 1.2 | -1 | -5 | 1.4 | 0.9 | -7 | 1.1 | 0.9 | 4
Cc1ccc(CNC(=O)CSc2nc(C)cc(C)c2C#N)cc1 | 1.1 | 0.69 | -8 | -8 | 0.9 | 1 | -10 | 1.1 | 1 | 0
COC(=O)Nc1ccc(S(=O)(=O)N2CCCCCC2)cc1 | 1 | 0.96 | -2 | -5 | 0.9 | 1 | -9 | 1 | 1.1 | 7
CCOC(=O)/C(=N\Nc1ccc(C(C)=O)cc1)c1csc(Nc2ccccc2)n1 | 1 | 1.2 | 4 | 8 | 1.5 | 0.9 | 0 | 0.9 | 0.9 | -14
CC(C)NS(=O)(=O)c1ccc(OCC(=O)N(C)Cc2ccccc2)cc1 | 1 | 0.98 | 0 | -3 | 0.9 | 1 | -7 | 1 | 1.1 | 9
OCCNCc1cc(Br)ccc1OCc1ccc(Cl)cc1Cl | 1 | 1.2 | -3 | -9 | 1.1 | 1.2 | -4 | 1.1 | 1.2 | nt
C#CCN(Cc1ccco1)C(=O)c1cc(COc2ccc(F)cc2Cl)on1 | 1 | 1.6 | -1 | -3 | 0.9 | nt | -6 | 1 | nt | 19
Cc1cccc2sc(N(CCCN(C)C)C(=O)c3nc4ccccc4s3)nc12 | 1 | 1.8 | 1 | 0 | 1 | 1 | -4 | 1 | 1 | -9
O=c1sc(N2CCN(c3ccccc3F)CC2)nc2ccsc12 | 1 | 3.6* | -4 | 4 | 0.9 | 0.8 | -10 | 1 | 0.8 | 42
CC(=O)c1ccc(N2CCN(C(=O)CCCn3c(=S)[nH]c4cc5c(cc4c3=O)OCO5)CC2)cc1 | 1.1 | 1 | -8 | -7 | 0.9 | 1 | -4 | 1.1 | 0.9 | 3
COc1ccc(NC(=O)CC(=O)Nc2ccc(OC)cc2OC)c(OC)c1 | 1.1 | 1.3 | -7 | -9 | 0.9 | 0.9 | -15 | 1.1 | 1 | -7
COc1ccc(Br)cc1-c1noc(-c2ccccc2)n1 | 1.1 | 1.8 | -5 | 2 | 0.9 | 0.9 | -15 | 1 | 0.9 | 11
CCOC(=O)C1=C(C)N(C2CCCCC2)C(=O)C1 | 1.1 | 1.1 | -6 | -3 | 0.9 | 1 | -11 | 1 | 0.9 | -2
CC(C)Cc1cc(C(=O)Nc2ccc(F)cc2F)no1 | 1 | 1.3 | -1 | 9 | 0.9 | 0.9 | 0 | 0.9 | 0.9 | 69
COc1ccc(C2=Nn3c([n+](C)c4ccccc43)SC2)cc1 | 1.1 | 1.1 | -5 | -9 | 0.8 | 1 | -13 | 1.1 | 1 | -13
CCOC(=O)C1=C(Cn2cnc3ccccc32)NC(=O)NC1c1ccc(OC)cc1 (configuration not stated) | 1 | 1.3 | -2 | -7 | 0.9 | 1 | -6 | 1.1 | 1 | -31
COc1cccc(C(=O)NC(=S)Nc2ccc3c4c(cccc24)CC3)c1 | 1 | 1.1 | 3 | -9 | 0.8 | 0.8 | -7 | 1.1 | 0.8 | -6
Cc1ccc(C)c(NC(=S)NCCc2ccc(F)cc2)c1 | 1 | 0.94 | -1 | -4 | 1.2 | 1 | -17 | 1 | 1.1 | 15
CCN(C(=O)COC(=O)c1ccc2[nH]c3c(c2c1)CCCC3)C1CCS(=O)(=O)C1 (configuration not stated) | 1 | 0.77 | -3 | -3 | 1.1 | 1 | -8 | 1 | 1.1 | 12
COc1cc2cc(CN(Cc3cccs3)C(=S)Nc3cccc(C)c3)c(=O)[nH]c2cc1OC | 1 | 0.41 | -2 | -7 | 1 | 0.8 | -18 | 1.1 | 1 | -31
CCOc1ccc(NC(C)c2cc(Cl)ccc2O)cc1 (configuration not stated) | 1 | 1.2 | -1 | -3 | 0.9 | 0.8 | -7 | 1 | 0.8 | 15
CCNC(=O)N(C(=O)NCC)n1c(C)nnc1C | 1 | 1 | -4 | -3 | 1 | 0.9 | -12 | 1 | 1 | -10
CC1=CC=CC2=NC(=O)CC(C)(C(=O)N(CC(=O)NC(C)C)C3CCCC3)N12 (configuration not stated) | 1.1 | 0.81 | -6 | -9 | 0.9 | 1 | -6 | 1.1 | 1 | 6
O=Cc1cccc(Oc2ncccn2)c1 | 1 | 0.98 | 2 | -3 | 1.1 | 1.1 | -3 | 1 | 0.9 | 6
CC(=O)Nc1ccc(N(C(=O)c2cnccn2)C(C(=O)NC2CCCCC2)c2ccc(O)cc2)cc1 (configuration not stated) | 1 | 1.2 | 0 | -2 | 0.9 | 0.9 | -10 | 1 | 0.9 | -19
COc1ccc2[nH]c(=O)c(CN(C(=O)c3ccccn3)c3ccccc3)cc2c1 | 1.1 | 0.76 | -8 | -6 | 1 | 0.9 | -10 | 1.1 | 0.9 | 6
CCN1C(=Nc2ccc(Cl)cc2)SC/C1=C\C(=O)OC | 1 | 1.3 | 1 | -3 | 0.9 | 0.9 | -7 | 1 | 0.9 | 14
Cc1cc(N2CCOCC2)nc(-c2ccc([N+](=O)[O-])cc2)n1 | 1 | 1.2 | -2 | -4 | 1 | 1 | -5 | 1 | 1 | -11
NC(=O)C1CCN(C(=O)c2cc3n(n2)C(C(F)(F)F)CC(c2ccco2)N3)CC1 (configuration not stated) | 1 | 1.1 | 2 | 2 | 1.1 | 0.9 | 3 | 1 | 1 | -3
Cn1c(=O)n(C)c2cc(/C=N/NC(N)=S)ccc21 | 1.1 | 1.2 | -5 | -5 | 1.2 | 1.1 | -5 | 1 | 1 | 25
Cc1c(Cl)c([N+](=O)[O-])nn1CCCC(=O)Nc1cc(Cl)ccc1Cl | 1 | 1.1 | -1 | -6 | 0.7 | 0.9 | -14 | 1.1 | 1 | 6
C/C(=N/NC(=O)Cn1nc2ccccc2n1)c1ccc(F)cc1 | 1 | 1.2 | -1 | -3 | 1.1 | 1 | -2 | 1 | 1.1 | 6
COc1ccc(CNC(=O)Cn2cncn2)cc1OC | 1 | 1.1 | 0 | -3 | 1.1 | 0.9 | 0 | 1 | 0.9 | 3

In another format: two of the compounds above.
> COc1ccc(CNC(=O)Cn2cncn2)cc1OC
  TNAP act hi DEA = 1
  NF-kB expr up = 1.1
  TNAP inh hi DEA = 0
  FLuc inh counter = -3
  bIAP activator = 1.1
  PMI activator = 0.9
  TNAP inh noacc = 0
  FLuc act counter = 1
  PMI act hi M6P = 0.9
  APP 5'UTR act = 3

> COc1ccc2[nH]c(=O)c(CN(C(=O)c3ccccn3)c3ccccc3)cc2c1
  TNAP act hi DEA = 1.1
  NF-kB expr up = 0.76
  TNAP inh hi DEA = -8
  FLuc inh counter = -6
  bIAP activator = 1
  PMI activator = 0.9
  TNAP inh noacc = -10
  FLuc act counter = 1.1
  PMI act hi M6P = 0.9
  APP 5'UTR act = 6

The list continues:
molecule | TNAP act hi DEA | NF-kB expr up | TNAP inh hi DEA | FLuc inh counter | bIAP activator | PMI activator | TNAP inh noacc | FLuc act counter | PMI act hi M6P | APP 5'UTR act
c1ccc(-c2nnn(C34CC5CC(CC(C5)C3)C4)n2)cc1 | 1 | 1.6 | 0 | -1 | 0.7 | 0.9 | -9 | 1 | 1 | 8
CCN(CC)CCN1C(=O)C(=O)/C(=C(/O)c2ccc(F)cc2)C1c1cccnc1 (configuration not stated) | 1 | 0.88 | 2 | -5 | 0.9 | 0.9 | -6 | 1 | 0.9 | 5
N#C/C(=C\c1ccccc1)c1nc2ncccc2[nH]1 | 1 | 1.4 | -3 | 14 | 1 | 0.8 | -10 | 0.9 | 0.9 | -12
CN(C(=O)COC(=O)/C=C/c1cn(-c2ccccc2)nc1-c1ccc2c(c1)OCCO2)C1CCS(=O)(=O)C1 (configuration not stated) | 1.1 | 0.47 | -8 | -7 | 1 | 0.9 | -9 | 1.1 | 0.9 | -14
CCCOc1ccc(-c2nc(=S)[nH][nH]2)cc1 | 1.1 | 1.4 | -7 | 3 | 1.1 | 1 | -25 | 1 | 1.2 | 61
COc1ccc(C/C(C)=N/Nc2nc(C)cc(=O)[nH]2)cc1 | 1 | 1.3 | 1 | -5 | 1.1 | 1.3 | -17 | 1.1 | 1.2 | 6
CCN(CC)S(=O)(=O)c1ccc(NC(=O)c2cc(C(=O)OC)cc([N+](=O)[O-])c2)cc1 | 1.1 | 0.7 | -6 | -3 | 0.1 | 0.9 | -16 | 1 | 0.9 | 13

Assay outcomes from PubChem BioAssay.

Not a hit list; about 3.6% have a hit in one of these screens.
